Vif-A3F inh = Vif-A3F binding inhibition. HeLa A3F-eYFP + Vif (tagged APOBEC3F with the HIV-1 protein that degrades it), YFP fluorescence increase. Potency, µM (series often up to 46.1 µM), inactives show at the top dose activity, negative = active. 390,000 tested, 0.2% active; also: potency is read from the fitted curve at half-maximal effect; % of control where 0% means no effect; nearly all actives have a fitted effect of over 65% in size
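Fluorescence increase (Ex 488/Em 500-530) after overnight compound treatment at 37 deg C flags inhibition of Vif-driven A3F-eYFP loss in stable HeLa A3F-eYFP/Vif cells seeded overnight beforehand.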
mIDH1 inhibitor = inhibitors of human mutant IDH1 R132H; 390,000 tested, 0.093% active; IDH1-R132H enzyme, NADPH consumption, diaphorase/resazurin fluorescence; O75874; Potency, µM (doses to about 76.6 µM), without a hit: top-dose activity change, negative = inhibition, most hits filed as inhibitors; AID 602179; also: potency is read from the fitted curve at half-maximal effect; % is scaled to controls: 0 for no effect and ±100 for the full control effect; nearly all actives have a fitted effect of over 65% in size
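IDH1-R132H (0.5 ug/mL dispensed) in pH 7.5 Tris buffer was preincubated 30 min with compound, then given a substrate mix of 0.016 mM NADPH and 2 mM alpha-KG for 80 min at room temperature; remaining NADPH was read by diaphorase/resazurin fluorescence.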
RGS4 inhibitor = human RGS4 inhibition; Transcreener GDP fluorescence polarization, RGS4-accelerated GTP hydrolysis; Potency, µM (top dose mostly 114 µM), for the others: at the top dose activity change, negative = inhibition, most hits filed as inhibitors; 390,000 tested, 0.039% active; also: potency is read from the fitted curve at half-maximal effect; % is scaled to controls: 0 for no effect and ±100 for the full control effect; nearly all actives have a fitted effect of over 75% in size; some results filed as inactive show a strong effect at the top dose
Target sequence (P49798 whole entry, looked up): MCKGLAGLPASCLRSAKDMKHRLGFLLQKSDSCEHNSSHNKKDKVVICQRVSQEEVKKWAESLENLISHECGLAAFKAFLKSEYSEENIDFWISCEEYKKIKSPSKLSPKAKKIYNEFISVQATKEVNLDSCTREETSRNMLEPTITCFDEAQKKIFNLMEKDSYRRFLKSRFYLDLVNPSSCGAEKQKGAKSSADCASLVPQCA
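MLSMR compounds (23 nl, pin-transferred) preincubated 10 min at room temperature with a 500nM (2x) first reagent, then RGS4 at 900nM (2x) plus Transcreener GDP mix added; fluorescence polarization (620/688 nm) read before and after 90 min at 30 °C.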
GRP78 ERSR act = ER stress response induction in glioma; U87-MG GRP78 promoter luciferase reporter, 16 h; Potency, µM, without a hit: at the highest dose activation, hits mostly activators; 420,000 tested, 0.02% active; also: potency is read from the fitted curve at half-maximal effect; series mostly up to about 76 µM; % of control where 0% means no effect; nearly all actives have a fitted effect of over 35% in size
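Stably transfected U87-MG glioma cells carrying a GRP78-based luciferase sensor; 16 h compound incubation. Luminescence end-point read 10 min after Bright-Glo addition at room temperature.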
TrxR1 substrate = is turned over as a substrate by rat TrxR1; O89049; purified TrxR1 substrate turnover, NADPH consumption readout; Potency, µM (series often up to 114 µM), inactives show at the top dose activity change, negative = substrate turnover; 390,000 tested, 0.01% active; also: potency is read from the fitted curve at half-maximal effect; % is scaled to controls: 0 for no effect and ±100 for the full control effect; nearly all actives have a fitted effect of over 50% in size
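Rat TrxR1, dispensed at 90 nM, was prereduced with 400 uM NADPH (final) for 5 min at ~22 deg C, then incubated with compound 15 min before 400 uM selenite. A first-read NADPH fluorescence drop versus no-compound background flagged substrates.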
TrxR1 inh = rat TrxR1 inhibition. 390,000 tested, 1% active. O89049. AID 588453. recombinant rTrxR1, NADPH fluorescence consumption, selenite substrate. Potency, µM (doses to about 114 µM), for inactives: top-dose activity change, negative = inhibition, usual class: inhibitors; also: potency is read from the fitted curve at half-maximal effect; % is scaled to controls: 0 for no effect and ±100 for the full control effect; nearly all actives have a fitted effect of over 65% in size
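Rat TrxR1 (90 nM in the dispensed reagent) was pre-reduced with 400 uM NADPH for 5 min at room temperature, then incubated with compound for 15 min. After 400 uM selenite was added, NADPH fluorescence (Ex 340/Em 450 nm) was followed for 8 min.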
USP1 inh = blocks the human USP1/UAF1 deubiquitinase complex. 390,000 tested, 0.23% active. AID 743255. O94782. Potency, µM (series often up to 57.1 µM), without a hit: at the highest dose activity change, negative = inhibition, most hits filed as inhibitors. recombinant USP1/UAF1, Ub-Rhodamine cleavage fluorescence; also: potency is read from the fitted curve at half-maximal effect; % is scaled to controls: 0 for no effect and ±100 for the full control effect; nearly all actives have a fitted effect of over 60% in size; inactives centre near -12
Target sequence (O94782 whole entry, looked up): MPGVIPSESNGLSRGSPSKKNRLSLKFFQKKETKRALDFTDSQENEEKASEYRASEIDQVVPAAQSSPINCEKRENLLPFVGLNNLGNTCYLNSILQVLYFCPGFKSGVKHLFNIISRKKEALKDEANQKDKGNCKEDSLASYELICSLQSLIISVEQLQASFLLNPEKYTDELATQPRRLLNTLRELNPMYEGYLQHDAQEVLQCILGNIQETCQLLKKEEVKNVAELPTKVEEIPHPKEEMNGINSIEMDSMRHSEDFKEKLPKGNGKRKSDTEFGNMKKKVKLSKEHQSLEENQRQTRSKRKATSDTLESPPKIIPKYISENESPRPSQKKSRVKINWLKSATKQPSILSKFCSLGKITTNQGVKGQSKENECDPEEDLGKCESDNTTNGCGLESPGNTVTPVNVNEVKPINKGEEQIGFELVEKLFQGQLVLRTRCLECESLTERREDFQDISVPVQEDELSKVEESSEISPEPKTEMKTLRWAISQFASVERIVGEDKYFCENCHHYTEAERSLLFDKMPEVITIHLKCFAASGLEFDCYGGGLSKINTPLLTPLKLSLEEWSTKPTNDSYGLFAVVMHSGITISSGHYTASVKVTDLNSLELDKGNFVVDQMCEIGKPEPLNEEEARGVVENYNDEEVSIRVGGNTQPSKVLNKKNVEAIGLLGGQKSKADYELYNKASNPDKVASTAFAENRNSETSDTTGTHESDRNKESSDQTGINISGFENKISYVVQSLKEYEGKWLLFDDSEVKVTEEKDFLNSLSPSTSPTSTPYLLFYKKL
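High-throughput fluorogenic screen: 1nM USP1/UAF1 complex, Ub-Rho substrate 150nM final, 50mM HEPES pH 7.8 with 0.5mM EDTA, 0.1 mg/ml BSA, 1mM TCEP and 0.01% Tween-20.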
Vif-APOBEC3G blk = blocks the Vif interaction with human APOBEC3G; AID 602310; 410,000 tested, 0.076% active; Q9HC16; HeLa A3G-eYFP + Vif (tagged APOBEC3G with the HIV-1 protein that degrades it), YFP fluorescence, overnight; Potency, µM (highest dose often 46.1 µM), for the others: at the highest dose activity, negative = active, actives largely listed as inhibitors;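 also: potency is read from the fitted curve at half-maximal effect; % is scaled to controls: 0 for no effect and ±100 for the full control effect; nearly all actives have a fitted effect of over 60% in size; hits raise eYFP signal because A3G escapes Vif-driven loss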
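Read-out is eYFP fluorescence (Ex 488/Em 500-530) from Vif-expressing HeLa A3G-eYFP cells; more signal means A3G escaped Vif-mediated degradation. Cells plated overnight, compound pinned in, incubated overnight at 37 deg C.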
LDHA block = blocks human lactate dehydrogenase A | purified LDHA, NADH/diaphorase-resazurin fluorescence; active compounds read low | activity change, % (values are at about 110 or 230 µM) | 480,000 tested, 0.15% active | AID 1347041; in the data active = activity change below about -30%; inconclusive = mostly about -25% to -30%;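 also: plate controls were DMSO wells for no effect and wells without enzyme for full effect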
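Resorufin fluorescence (ex540/em590), read at 0 and 20 min after diaphorase/resazurin addition, reports the NADH left after a 5 min room-temperature reaction of 2 nM human LDH5 with 0.06 mM NADH and 0.2 mM pyruvate.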
The depositor's hits bear a star; ? = inconclusive; / = no result given; [ ] = another dose, or the depositor's remark. Unless noted, calls follow the shape of the dose curve; as a rule, active = well fitted curve in the direction sought with a large enough effect; inconclusive = small, poorly fitted or top-dose-only effect, or another doubt; inactive = no such curve, though single readings can be large; an effect the other way counts as inactive or inconclusive. Not all compounds are listed; the hit share may differ from the screen's.

SMILES	Vif-A3F inh	mIDH1 inhibitor	RGS4 inhibitor	GRP78 ERSR act	TrxR1 substrate	TrxR1 inh	USP1 inh	Vif-APOBEC3G blk	LDHA block
Cc1ccc(S(=O)(=O)c2nc(-c3ccccc3F)oc2N2CCCCC2)cc1	-3.8%	0.0%	3.8%	-2.9%	10.7%	-9.8%	-1.6%	-1.4%	-4.3
COc1ccc(-c2nc3nc(C)cc(=O)n3[nH]2)cc1	-4.5%	1.0%	-9.8%	-5.9%	11.4%	11.6%	-20.2%	-1.2%	-8.6
CCOc1ccc(-c2nc(N)ncc2-c2ccccc2OC)c(O)c1	1.4%	5.5%	9.3%	-3.2%	-8.4%	6.6%	-22.3%	2.5%	3.8
CCN(c1ccccc1)S(=O)(=O)c1ccc(N2CCN(c3ccc(OC)cc3)CC2)nc1	4.3%	-0.8%	-13.3%	0.8%	0.5%	36.0%[activator]	-7.8%	0.9%	-3.9
Cc1cnc(NC(=O)c2cccc(S(=O)(=O)N3CC(C)OC(C)C3)c2)s1 (stereo not given)	0.0%	1.7%	24.5%	-2.1%	-3.1%	20.6%	-3.8%	2.7%	1.4
Cc1ccc(S(=O)(=O)N2CCC(C(=O)N3CCC(C(=O)NCc4cccnc4)CC3)CC2)cc1	7.4%	-0.2%	15.9%	-3.1%	3.2%[57.1 µM]	-19.5%[2.29 µM]	2.7%	1.1%	-0.1
O=C(NCCCN1CCOCC1)C1CC(=O)N(CCc2ccccc2)C1 (stereo not given)	-0.9%	0.6%	11.9%	-11.5%	4.8%	12.9%	-21.9%	3.1%	-4.1
O=C(Cn1c(=O)nc(-c2ccccc2)c2cc(Cl)ccc21)N1CCN(c2ccc(F)cc2)CC1	-2.1%	0.0%	11.0%	-3.3%	-3.3%[57.1 µM]	7.0%[57.1 µM]	-19.6%	0.9%	-12.5
COc1ccccc1Nc1c([N+](=O)[O-])cc(C)cc1[N+](=O)[O-]	4.5%	2.6%	20.4%	-2.5%	-3.9%	13.9%	-24.2%	1.6%	-13.2
CC(Sc1nc2ccccc2s1)C(=O)N1CCOCC1 (stereo not given)	-1.9%	1.9%	-20.2%	0.1%	-0.3%	15.9%	-8.0%	-9.2%	-8.0
CCCN1CCN(CCCNC(=O)C2CCN(c3nnc(-n4cccc4)s3)CC2)CC1	2.2%	3.5%	-1.5%	-2.4%	-10.3%	-8.9%	-1.4%	1.0%	-6.6
O=C(O)c1cc2nc(-c3ccc(F)cc3)cc(C(F)(F)F)n2n1	-10.3%	4.2%	17.6%	-0.6%	10.5%[57.1 µM]	7.8%[57.1 µM]	-17.2%	-2.0%	1.1
COc1ccc(CNC(=O)CCC(=O)Nc2nnc(C(F)(F)F)s2)cc1	-4.5%	18.4%	-17.7%	-3.4%	-1.8%	2.8%	-20.8%	2.3%	-4.2
O=C(Nc1cccc(C(=O)OCc2cc(=O)n3c4c(sc3n2)CCCC4)c1)c1cccc(Cl)c1	-1.1%	-6.2%	-4.0%	-2.1%	3.7%[57.1 µM]	13.2%[57.1 µM]	-17.5%	2.3%	-8.5
C/C(CC1(O)C(=O)N(Cc2ccccc2)c2ccccc21)=N\O (stereo not given)	/	0.5%	-3.1%	0.5%	2.6%	0.9%	-9.0%	4.2%	-7.3
Cc1c(Br)cc(-c2nnco2)cc1Br	-0.2%	13.9%	-12.9%	-3.2%	2.0%	16.6%	1.9%	-0.1%	0.3
CCN(CC)CCNC(=O)c1ccc(NC(=O)Cc2ccc(OC)c(S(=O)(=O)N3CCOCC3)c2)cc1	3.8%	0.0%	-19.5%	-4.2%	-0.4%	4.7%	-20.1%	2.0%	-0.4
CCN(CC)S(=O)(=O)c1cccc(NC(=O)CCNC(=O)NC23CC4CC(CC(C4)C2)C3)c1	-7.4%	4.7%	-26.7%	-4.4%	-8.9%	1.7%	-20.6%	2.6%	-0.4
CCC(O)c1cnc(OCc2ccccc2)nc1OCc1ccccc1 (stereo not given)	-10.6%	-3.0%	/	-3.9%	/	/	-17.2%	-0.4%	-3.8
O=C(Nc1cccc(O)c1)c1ccc(NC(=O)c2cccs2)cc1	2.4%	2.6%	0.7%	3.4%	-10.6%	-2.5%	-1.3%	?	-6.2
COC(=O)C1=C(N)Oc2cc(C)[nH]c(=O)c2C1c1cc(OC)c(OC)c(OC)c1 (stereo not given)	1.3%	-2.1%	-25.7%[11.4 µM]	-6.7%	4.0%	17.8%[57.1 µM]	-17.8%	-0.4%	-0.2
Cc1ccc(-n2nc3c(=S)[nH]nc(C)c3c2C)cc1	-2.9%	-4.4%	-42.8%	2.6%	7.9%[57.1 µM]	2.9%[57.1 µM]	-12.0%	-6.6%	-10.5
Cc1ccccc1-c1noc(CSc2nc3ccccc3[nH]2)n1	7.1%	5.3%	-1.3%	-0.4%	-10.7%	4.5%	-29.4%	0.5%	-3.3
COC(=O)c1cc(C#N)c(OC)nc1C	-6.1%	20.9%	-13.2%	-4.0%	6.3%[57.1 µM]	6.3%[57.1 µM]	-15.8%	-0.1%	-0.9
O=C(Nc1nnc(-c2ccc(Cl)cc2)o1)Nc1ccccc1Cl	-0.4%	20.4%	57.7%[activator]	-0.3%	14.0%[57.1 µM]	38.9%[57.1 µM]	1.8%	0.7%	-5.9
O=C(NC1CCCCC1)c1cc(-c2ccccn2)nc2ccccc12	11.9%	3.6%	-19.7%	5.4%	5.7%[57.1 µM]	8.4%[57.1 µM]	-19.4%	-1.3%	-20.1
Cc1onc(-c2c(Cl)cccc2Cl)c1C(=O)N=C(N)N1CCCC1	5.5%	5.6%	-6.9%	-3.3%	-5.3%	-13.9%	-20.6%	4.4%	-4.1
COCC(=O)N1CCC(Oc2ccc(C(=O)N3CCN(C)C[C@@H]3C(C)C)cc2)CC1	-3.7%	-4.2%	-9.5%	-3.9%	-7.2%	-15.3%	-24.9%	0.2%	-5.0
COc1ccc(C(=O)NNC(=O)c2cc3cccc(OC)c3oc2=O)cc1	2.7%	-0.9%	30.2%	-0.2%	2.9%[57.1 µM]	12.2%[57.1 µM]	-23.9%	1.4%	-11.1
O=C(NCC1CCCO1)c1ccccc1S(=O)(=O)c1ccc([N+](=O)[O-])cc1 (stereo not given)	-3.1%	5.6%	1.6%	-5.4%	-2.2%	5.7%[57.1 µM]	?	-1.2%	-3.6
COc1ccc(C2=NOC(Cn3nc(C(=O)O)cc3-c3ccccc3)C2)cc1 (stereo not given)	-0.4%	-2.2%	-2.9%	-5.7%	-1.5%	7.5%	-25.4%	-4.6%	-1.5
S=c1[nH]nc(-c2cc(-c3ccccc3)n[nH]2)n1/N=C/c1ccc(Br)s1	1.3%	?	?	1.5%	-10.2%	-2.9%[11.4 µM]	-16.8%	-2.3%	-42.7*
COC(=O)c1cc(-c2c(C)nn(-c3ccccc3)c2C)n[nH]1	-3.9%	3.0%	-3.0%	-0.2%	12.7%[57.1 µM]	8.4%[57.1 µM]	-14.2%	-18.2%	-3.4
Cc1cccc(CCNC(=O)C2CCN(S(=O)(=O)c3cccc4nsnc34)CC2)c1	-2.3%	-0.3%	-16.1%	-3.1%	-3.7%	17.5%	-1.5%	-0.5%	-10.4
CC(=O)Oc1ccccc1N(C(C)=O)S(=O)(=O)c1cccc([N+](=O)[O-])c1	9.9%	2.3%	-3.0%	-0.8%	7.2%[57.1 µM]	18.0%[57.1 µM]	-10.1%	1.9%	-2.3
OCC1(CCOc2ccccc2)CCN(Cc2cccn2-c2ncccn2)CC1	0.0%	3.8%	13.3%	-3.6%	3.8%	9.4%	-24.2%	-2.2%	-0.3
CCN(CC)C(=O)CSc1nnc(-c2ccccc2)n1N	-0.3%	6.3%	-3.3%	0.4%	8.0%	15.8%	-13.0%	0.1%	-8.5

Individual results from the list.
Under TrxR1 inh, C/C(CC1(O)C(=O)N(Cc2ccccc2)c2ccccc21)=N\O (stereo not given) has the entry 0.9%
Under Vif-APOBEC3G blk, COC(=O)c1cc(C#N)c(OC)nc1C has the entry -0.1%

Three of the compounds above, with values under each structure:
Values in the order: Vif-A3F inh	mIDH1 inhibitor	RGS4 inhibitor	GRP78 ERSR act	TrxR1 substrate	TrxR1 inh	USP1 inh	Vif-APOBEC3G blk	LDHA block
- OCC1(CCOc2ccccc2)CCN(Cc2cccn2-c2ncccn2)CC1
 : 0.0%	3.8%	13.3%	-3.6%	3.8%	9.4%	-24.2%	-2.2%	-0.3
- COC(=O)c1cc(-c2c(C)nn(-c3ccccc3)c2C)n[nH]1
 : -3.9%	3.0%	-3.0%	-0.2%	12.7%[57.1 µM]	8.4%[57.1 µM]	-14.2%	-18.2%	-3.4
- COc1ccc(C2=NOC(Cn3nc(C(=O)O)cc3-c3ccccc3)C2)cc1 (stereo not given)
 : -0.4%	-2.2%	-2.9%	-5.7%	-1.5%	7.5%	-25.4%	-4.6%	-1.5

Screens as filed in PubChem BioAssay.
